# Source: PubChem (Broad Institute)
# Pf Dd2 growth = inhibitors of Plasmodium falciparum Dd2 growth; AID 1159554; activity change, % at 10 µM; P. falciparum Dd2 growth, SYBR Green, 72 h; active compounds read low; hit rate 2.3% among 94,000; in the data active = activity change below about -80%; inconclusive = no clear call, values can overlap the other calls
# KDM4C inh = blocks human GASC-1 (KDM4C) demethylase activity; GST-KDM4C 2-372, H3K9me3 peptide, LANCE TR-FRET; inhibition, % at 12.5 µM; hit rate 0.15% among 96,000;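 active = mean replicate inhibition above about 25%, with at least 55% of replicates also reaching it, limit read from the data, passing the limit was not always enough; inconclusive = only one of those two conditions met; inactive = neither condition met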
# Target sequence (Q9H3R0 2-372 limits assumed): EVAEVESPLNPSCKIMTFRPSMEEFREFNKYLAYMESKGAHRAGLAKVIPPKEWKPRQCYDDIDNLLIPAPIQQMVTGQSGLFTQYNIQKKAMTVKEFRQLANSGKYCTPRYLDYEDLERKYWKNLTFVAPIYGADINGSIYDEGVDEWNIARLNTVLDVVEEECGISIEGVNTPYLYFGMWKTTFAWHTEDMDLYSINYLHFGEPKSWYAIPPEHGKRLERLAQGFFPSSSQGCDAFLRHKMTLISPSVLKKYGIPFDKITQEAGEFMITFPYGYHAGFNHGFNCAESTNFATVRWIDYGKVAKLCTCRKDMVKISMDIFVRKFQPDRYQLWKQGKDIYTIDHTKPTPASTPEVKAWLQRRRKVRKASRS
#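 Material: N-terminal GST-fused human GASC-1 (KDM4C) fragment, residues 2-372. Input: 10 nM enzyme. Incubation: enzyme reaction 30 min, then detection 60 min, both room temperature. Doses: one test concentration per compound. Read-out basis: inhibition from TR-FRET ratio decrease. Detection: LANCE TR-FRET, excitation 340 nm, emissions 618 and 671 nm.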
# Tcruzi prolif = T. cruzi proliferation inhibition | T. cruzi beta-gal in NIH3T3, GalScreen luminescence, 90 h | inhibition, % at 8.34 µM | hit rate 5.9% among 77,000 | AID 624255;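 active = mean inhibition above about 93%, with at least 55% of replicates each passing it, limit read from the data, passing the limit was not always enough; inconclusive = only one of those two conditions holds; inactive = neither condition holds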
# C diff growth = inhibitors of Clostridium difficile growth; hit rate 0.25% among 86,000; Clostridium difficile clinical isolate growth, OD600, 24 h; active compounds read low; AID 1259249; growth activity, negative = inhibition, % at 16 µg/mL (by protocol);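 active = mean growth activity at or below -80% and every replicate also at or below -80%; inconclusive = mean at or below -80% but some replicate above -80%; inactive = mean growth activity above -80%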;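 also: 0% = DMSO wells and -100% = levofloxacin 16 µg/mL wells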
# The depositor's hits bear a star; ? = inconclusive; · = no result given; & = joins results of further samples.
# Screens in order: Pf Dd2 growth, KDM4C inh, Tcruzi prolif, C diff growth
O=C(Nc1ccc(Cl)cc1)N[C@H]1CC[C@@H](CCNC(=O)c2ccccc2F)O[C@@H]1CO
 : -8, 0.1, 142*, -5
COc1ccc2c3c([nH]c2c1)[C@H](CO)N(Cc1cc(F)ccc1F)CC31CN(C)C1
 : -77, -0.1, ·, 5
CCCC#Cc1cnc2c(c1)C(=O)N([C@@H](C)CO)C[C@H](C)[C@@H](CN(C)C(=O)CN1CCOCC1)O2
 : 32, 1.4, 22, -1
COc1ccccc1-c1ccc2n(c1=O)C[C@@H]1[C@@H](CO)[C@H](C(=O)N3CCCCC3)[C@H]2N1CC1CC1
 : 13, 0.0, 18, 0
CCCN(C)C[C@H]1Oc2ncc(-c3cccc(C(=O)N(C)C)c3)cc2C(=O)N([C@H](C)CO)C[C@@H]1C
 : -21, 2.7, 18, -6
C[C@H]1CN([C@@H](C)CO)C(=O)c2cccc(NS(=O)(=O)c3cn(C)cn3)c2O[C@H]1CN(C)S(=O)(=O)c1ccc(F)cc1
 : 8, -0.6, -103, -2
C[C@H]1CN([C@@H](C)CO)S(=O)(=O)c2ccc(-c3ccncc3)cc2O[C@H]1CN(C)C
 : 22, 0.7, 11, -2
C[C@H](CO)N1C[C@H](C)[C@H](CN(C)CC2CCOCC2)Oc2cc(C#Cc3ccccc3F)ccc2S1(=O)=O
 : -54, 0.2, ·, 0
CNC(=O)C[C@@H]1CC[C@@H]2[C@@H](COc3ccc(NC(=O)Nc4cccc(Cl)c4)cc3C(=O)N2C)O1
 : 13, -0.8, 18, -5
CCCNC(=O)C[C@@H]1CC[C@@H]2[C@H](COc3ccc(NC(=O)c4ccc5c(c4)OCO5)cc3C(=O)N2C)O1
 : -14, -2.7, 2, 5
CC(=O)N(C)C[C@H]1Oc2ncc(-c3ccc(C)cc3)cc2C(=O)N([C@@H](C)CO)C[C@@H]1C
 : 3, -2.4, 11, 4
CC(=O)N(C)C[C@@H]1Oc2ncc(/C=C/c3ccccc3)cc2C(=O)N([C@@H](C)CO)C[C@@H]1C
 : 4, -1.1, 14, -3
O=C(Cc1ccccn1)NCC[C@@H]1CC[C@H](NS(=O)(=O)c2ccc(F)cc2)[C@@H](CO)O1
 : 5, 0.1, 31, 17
CCC(=O)N1CC2(CN(C(=O)CN3CCOCC3)C2)c2c([nH]c3cc(OC)ccc23)[C@@H]1CO
 : -1, 0.7, ·, -11
C[C@@H]1CN([C@@H](C)CO)C(=O)Cc2cc(NC(=O)NC3CCCCC3)ccc2O[C@H]1CN(C)S(=O)(=O)c1ccc(F)cc1
 : -43, 1.3, 12, 0
C[C@H](CO)N1C[C@H](C)[C@H](CN(C)S(=O)(=O)c2ccccc2)Oc2ncc(C#CC3CCCCC3)cc2C1=O
 : -43, -1.1, -22, 2
Cc1noc(C)c1NC(=O)N(C)C[C@@H]1Oc2ccc(NC(=O)Nc3ccccc3)cc2CC(=O)N([C@H](C)CO)C[C@@H]1C
 : 23, -1.7, -17, -2
O=C(C[C@@H]1C[C@@H]2c3cc(NC(=O)C4CCOCC4)ccc3O[C@@H]2[C@@H](CO)O1)NCc1ccccc1
 : -2, -5.5, 32, 3
COc1cccc(C(=O)Nc2ccc3c(c2)C(=O)N(C)[C@H]2CC[C@H](CC(=O)NCc4ccccc4F)O[C@H]2CO3)c1
 : -9, -0.3, 24, -2
O=C(Cc1cccnc1)N1CC2(C1)[C@H](c1ccccc1)[C@H](CO)N2C(=O)C1CC1
 : 5, -0.2, ·, -4

# One compound at a time, from the list above. Order of screens: Pf Dd2 growth, KDM4C inh, Tcruzi prolif, C diff growth
# O=C(C[C@@H]1C[C@@H]2c3cc(NC(=O)C4CCOCC4)ccc3O[C@@H]2[C@@H](CO)O1)NCc1ccccc1 is listed with -2, -5.5, 32, 3
# O=C(Cc1cccnc1)N1CC2(C1)[C@H](c1ccccc1)[C@H](CO)N2C(=O)C1CC1 is listed with 5, -0.2, ·, -4
# CCC(=O)N1CC2(CN(C(=O)CN3CCOCC3)C2)c2c([nH]c3cc(OC)ccc23)[C@@H]1CO is listed with -1, 0.7, ·, -11
# CC(=O)N(C)C[C@@H]1Oc2ncc(/C=C/c3ccccc3)cc2C(=O)N([C@@H](C)CO)C[C@@H]1C is listed with 4, -1.1, 14, -3

# Other entries follow.
# Screens in order: Pf Dd2 growth, KDM4C inh, Tcruzi prolif, C diff growth
C[C@@H]1CN([C@@H](C)CO)S(=O)(=O)c2ccc(C#Cc3ccccc3F)cc2O[C@@H]1CN(C)CC1CCOCC1
 : -13, 0.9, ·, 1
CC=Cc1ccc2n(c1=O)C[C@@H]1[C@@H](CO)[C@H](C(=O)NCC)N(Cc3cocn3)[C@H]21 (mixture of isomers)
 : 12, 3.6, 94, -2
C[C@@H]1CN([C@H](C)CO)C(=O)c2cc(NC(=O)Nc3ccc(F)cc3)ccc2O[C@@H]1CN(C)S(=O)(=O)c1cccs1
 : 35, -0.7, -58, ·
C[C@@H]1CCCCO[C@H](CN(C)C(=O)Nc2ccccc2)[C@@H](C)CN([C@@H](C)CO)C(=O)c2cc(NC(=O)CCC(F)(F)F)ccc2O1
 : ·, -0.8, ·, 18
C[C@H](CO)N1C[C@H](C)[C@H](CN(C)C(=O)Nc2cc(F)ccc2F)Oc2cc(-c3ccc(C#N)cc3)ccc2S1(=O)=O
 : -49, 12, 75, 48
Cc1noc(C)c1C(=O)N(C)C[C@H]1OCc2ccccc2-c2c(n(C)c3ccccc23)C(=O)N([C@H](C)CO)C[C@H]1C
 : 7, 0.8, 10, -1
CCN1[C@@H]2Cn3c(ccc(-c4ccccc4)c3=O)[C@H]1[C@@H](C(=O)Nc1ccccc1)[C@@H]2CO
 : 12, -0.1, 84, -2
O=C(C[C@H]1C=C[C@H](NC(=O)C2CCC2)[C@@H](CO)O1)NCc1ccccc1Cl
 : 3, -1.1, ·, -1
C[C@H](CO)N1C[C@H](C)[C@@H](CN(C)S(=O)(=O)c2cccs2)Oc2ncc(C#CCC3CCCC3)cc2C1=O
 : -31, 0.2, ·, 0
C[C@H]1CN([C@@H](C)CO)S(=O)(=O)c2ccc(C#Cc3cccnc3)cc2O[C@@H]1CN(C)C(=O)Nc1ccc2c(c1)OCO2
 : -36&-53, 1.3, 73&80, -1&-1
C[C@H](CO)N1C[C@H](C)[C@@H](CN(C)C(=O)Nc2cccc3ccccc23)OCCCC[C@H](C)Oc2ccc(NS(=O)(=O)c3ccccc3)cc2C1=O
 : -54, -2.5, ·, ·
COc1ccc(C#Cc2cnc3c(c2)C(=O)N([C@H](C)CO)C[C@H](C)[C@@H](CN(C)CC2CCOCC2)O3)cc1
 : -31, 2.0, -7, 3
COc1ccccc1CNC(=O)C[C@H]1CC[C@H]2[C@@H](COC[C@H](O)CN2Cc2ccccc2)O1
 : -29, -1.8, ·, 0&-10
COCC#Cc1ccc([C@H]2[C@H](CO)N3CCCCN(S(=O)(=O)c4ccccc4C)C[C@@H]23)cc1
 : -43, -1.8, 90, 21
O=C(C[C@H]1CC[C@@H](NC(=O)c2ccccn2)[C@@H](CO)O1)NCc1cccc(F)c1
 : 6, -2.3, 44, 0
C[C@@H]1CCCCO[C@@H](CN(C)CC2CC2)[C@H](C)CN([C@@H](C)CO)C(=O)c2cc(NS(=O)(=O)c3ccccc3)ccc2O1
 : -1, 1.0, 56, -2
O=C(C[C@@H]1CC[C@H]2[C@@H](COC[C@@H](O)CN2S(=O)(=O)c2cccc(Cl)c2)O1)N1CCCCC1
 : 24, -0.9, -1, 3&-23
COc1ccc(NC(=O)Nc2ccc3c(c2)C(=O)N([C@@H](C)CO)C[C@H](C)[C@H](CN(C)S(=O)(=O)c2ccccc2)O3)cc1
 : -21, -1.9, -62, -5
COCC(=O)N1[C@H](CO)[C@@H]2c3ccccc3NC[C@@H]21
 : -6, 5.9, 38, -7
CO[C@@H]1CN(C)C(=O)c2cc(NC(=O)c3nc4ccccc4s3)ccc2OC[C@@H](C)N(Cc2cccnc2)C[C@H]1C
 : -75, 1.2, ·, ·

# Further entries follow.
# Screens in order: Pf Dd2 growth, KDM4C inh, Tcruzi prolif, C diff growth
COc1ccc(CN(C)C[C@H]2OCCCC[C@@H](C)Oc3ccc(NS(=O)(=O)c4cn(C)cn4)cc3C(=O)N([C@@H](C)CO)C[C@@H]2C)cc1
 : -34, -1.9, 10, 9
COc1ccc(NC(=O)Nc2ccc3c(c2)C(=O)N([C@H](C)CO)C[C@@H](C)[C@H](CN(C)S(=O)(=O)c2ccc(F)cc2)OCCCC[C@@H](C)O3)cc1
 : -82*, -2.5, 118, 1
C/C=C/c1ccc(C2[C@H]3CNC[C@@H]2N3C(=O)Nc2ccc(C(F)(F)F)cc2)cc1 (some centres undefined)
 : 22&-7, -1.5&1.7, ·, 31&3
COc1ccc(S(=O)(=O)N[C@@H]2CC[C@H](CC(=O)NCc3ccccc3F)O[C@@H]2CO)cc1
 : 28, 0.0, 42, 1
C[C@H](CO)N1C[C@H](C)[C@@H](CN(C)CC2CCCC2)Oc2cc(Br)ccc2S1(=O)=O
 : -34, 0.7, 74, 4
C[C@H]1CN([C@@H](C)CO)C(=O)c2cc(NC(=O)Cc3ccccc3)ccc2O[C@H]1CN(C)CC1CC1
 : 10, -4.5, 12, 2
CCS(=O)(=O)Nc1ccc2c(c1)C(=O)N(C)[C@H]1CC[C@H](CC(=O)NCc3ccc(OC)cc3)O[C@@H]1CO2
 : 14, -0.5, -2, -5
CS(=O)(=O)Nc1ccc2c(c1)[C@H]1C[C@H](CC(=O)NCc3ccccn3)O[C@H](CO)[C@H]1O2
 : 43, 0.3, 50, 0
Cc1ccc(-c2cnc3c(c2)C(=O)N([C@@H](C)CO)C[C@H](C)[C@@H](CN(C)C(=O)c2cccnc2)O3)cc1
 : -4, -0.6, 29, -4
CC=Cc1ccc2n(c1=O)C[C@H]1[C@H](CO)[C@@H](C(=O)NCc3ccccc3)[C@@H]2N1CC (mixture of isomers)
 : 7, -1.9, 27, 1
COc1ccccc1S(=O)(=O)N[C@H]1CC[C@@H](CCNC(=O)C2CC2)O[C@@H]1CO
 : 12, 2.8, ·, 2
C[C@@H]1CCCCO[C@@H](CN(C)C(=O)Nc2cccc3ccccc23)[C@H](C)CN([C@@H](C)CO)C(=O)c2cc(NC(=O)Nc3ccc(F)cc3)ccc2O1
 : -13, 0.3, 103, 9
COc1ccc(S(=O)(=O)N(C)C[C@@H]2OCCCC[C@@H](C)Oc3ccc(NS(C)(=O)=O)cc3C(=O)N([C@@H](C)CO)C[C@@H]2C)cc1
 : -19, 1.6, -66, 8
C[C@@H]1CN([C@H](C)CO)C(=O)c2cccc(NC(=O)c3ccc(-c4nccs4)cc3)c2O[C@H]1CN(C)C(=O)Nc1ccc2c(c1)OCO2
 : -1, 1.5, 15, ·
O=C(CCN1CCCCC1)NCC[C@H]1CC[C@H](NC(=O)C2CCCC2)[C@H](CO)O1
 : 10, ?, -27, -7
CO[C@H]1CN(C)C(=O)c2cc(NC(=O)C3CCOCC3)ccc2OC[C@H](C)N(CC2CC2)C[C@@H]1C
 : 2, 0.8, 49, ·
CO[C@H]1CN(C)C(=O)c2ccc(NC(=O)NC(C)C)cc2OC[C@@H](C)N(Cc2ccccn2)C[C@H]1C
 : -3, -1.0, 109*, ·
COc1ccc(NC(=O)Nc2ccc3c(c2)[C@H]2C[C@H](CC(=O)N(C)C)O[C@H](CO)[C@H]2O3)cc1
 : -16, 0.8, 16, 2
C[C@H]1CN([C@@H](C)CO)C(=O)c2cc(C#Cc3ccc(F)cc3)cnc2O[C@@H]1CN(C)C(=O)Nc1ccc(F)cc1
 : -25, ·, 25, ·
CN1[C@@H]2c3ccc(-c4ccccc4F)c(=O)n3C[C@@H]2[C@@H](CO)[C@@H]1C(=O)NCc1ccc(F)cc1
 : 7, 1.7, 6, 3

# Carrying on:
# Screens in order: Pf Dd2 growth, KDM4C inh, Tcruzi prolif, C diff growth
COCC(=O)Nc1ccc2c(c1)C(=O)N(C)C[C@H](OC)[C@H](C)CN(Cc1ccccc1F)[C@H](C)CO2
 : -46, -0.4, 57, ·
CCC(=O)Nc1ccc2c(c1)C(=O)N(C)C[C@H](OC)[C@H](C)CN(CC1CCCCC1)[C@@H](C)CO2
 : 8, -0.8, -7, ·
O=C(Nc1ccc2c(c1)OCO2)N[C@@H]1CC[C@@H](CC(=O)N2CCN(c3ccccc3)CC2)O[C@@H]1CO
 : -6, -0.3, 48, 0
CC(C)CC#Cc1ccc2c(c1)O[C@H](CN(C)C(=O)NC1CCCC1)[C@@H](C)CN([C@@H](C)CO)S2(=O)=O
 : 3, -1.5, 125*, 0
C[C@H]1CN([C@@H](C)CO)C(=O)c2cc(C#CCN(C)C)cnc2O[C@@H]1CN(C)C(=O)NC1CCCCC1
 : 8, 2.3, 28, ·
Cc1cccc(S(=O)(=O)N2C[C@H](O)COC[C@@H]3O[C@H](CC(=O)NCc4ccncn4)CC[C@H]32)c1
 : -5, 2.5, 35, ·
O=C(NC1CCCC1)[C@@H]1[C@@H](CO)[C@@H]2Cn3c(ccc(-c4ccccc4)c3=O)[C@@H]2N1CCc1ccccc1
 : -23, 4.5, 75, 20
C[C@@H]1CN([C@H](C)CO)C(=O)c2c(c3ccccc3n2C)-c2ccccc2CO[C@@H]1CN(C)CC1CCCCC1
 : -58, -1.9, ·, 62
